KLF5 inhibitor: kruppel-like factor 5 inhibition; DLD-1 KLF5 promoter-luciferase reporter, luminescence; inhibition, % at 5 µM; 0.23% of 290,000 active;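 active = inhibition above a per-plate limit of that plate's mean compound inhibition plus 3 SD, cut at about 60% in these data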;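 note: 0% = DMSO wells and 100% = LY294002 at 200 µM; higher means less KLF5 promoter-driven luciferase light; inactives centre near -14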
Platelet DG rel: platelet dense granule release activity; human platelet-rich plasma, SFLLRN dense granule ATP release, luminescence; inhibition, %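 (compounds screened at 7.5 µM in platelet-rich plasma)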; 0.22% of 300,000 active; AID 1663;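 active = mean replicate score, as percent of positive control, at or above 50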
HSF1 inh: HSF1 inhibition. activity change, negative = inhibition, % at 7.5 µM (by protocol). 0.77% of 300,000 active. AID 2098. NIH3T3-HGL HSE-luciferase, MG132-induced, luminescence 8 h; hits give low values;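 active = more than half of replicate wells show activity change below -50%, luminescence cut by over half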;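 note: luciferase reports HSF-1 transcriptional activity via heat shock element; 0% = median of DMSO wells and -100% = zero luminescence signal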
IEC-6 cytotox: IEC-6 cytotoxicity, counter-screen for KLF5 inhibitors. luminescence viability. inhibition, % at 5 µM. 0.78% of 290,000 active. AID 1825; in the data active = inhibition above about 22%;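 note: 0% = plate median of test compound wells and 100% = cytotoxic reference compound wells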
DYRK1A inh: Dyrk1A (rat) kinase inhibition; Q63470; ADP-Glo luminescence, NFATc1 peptide; inhibition, % at 12.5 µM; 0.43% of 310,000 active; AID 504441; in the data active = inhibition above about 50%;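 note: plate controls were vehicle with enzyme for no effect and no enzyme for full effect; many of its hits are not listed in these tables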
GSK3 alpha inh: human GSK-3 alpha kinase inhibition. P49840. 0.1% of 320,000 active. inhibition, % at 10 µM. ADP-Glo luminescence, 60 min;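 in the data active = inhibition above about 50%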;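 note: GST-tagged GSK-3 alpha with peptide substrate and 25 µM ATP; 0% = DMSO neutral wells and 100% = GW8510 positive control wells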
Target sequence (P49840 whole entry, looked up): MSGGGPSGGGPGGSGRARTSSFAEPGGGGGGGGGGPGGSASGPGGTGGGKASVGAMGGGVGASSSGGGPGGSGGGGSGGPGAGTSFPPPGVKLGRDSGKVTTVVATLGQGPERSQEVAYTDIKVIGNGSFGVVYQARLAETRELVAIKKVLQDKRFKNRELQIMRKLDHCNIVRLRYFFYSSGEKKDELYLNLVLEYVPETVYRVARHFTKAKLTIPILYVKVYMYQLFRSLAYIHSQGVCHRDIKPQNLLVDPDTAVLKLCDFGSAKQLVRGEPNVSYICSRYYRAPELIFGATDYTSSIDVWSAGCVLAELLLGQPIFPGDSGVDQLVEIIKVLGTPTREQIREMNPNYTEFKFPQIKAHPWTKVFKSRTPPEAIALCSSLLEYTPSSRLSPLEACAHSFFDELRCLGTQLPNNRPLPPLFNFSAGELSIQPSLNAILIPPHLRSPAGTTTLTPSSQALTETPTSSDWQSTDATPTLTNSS
HSF1 activator: increases HSF-1 driven luciferase reporter signal; NIH3T3-HGL HSF-1 luciferase reporter, MG132, 8 h; 100% = twice DMSO control signal; activation, % at 9 µM; 1.7% of 300,000 active; AID 504408;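 active = mean replicate activation of at least 50% with a set share of replicates each reaching 50%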;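 note: 0% = median of the neutral control wells and 100% = twice that signal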
HSP90 refold inh: HSP90 refolding inhibition in rabbit reticulocyte lysate; inhibition, % at 5.6 µM; 0.91% of 290,000 active; luciferase refolding luminescence, 3 h;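 active = inhibition above the screen-wide mean plus 3 SD, computed separately per campaign, cut at about 16% in these data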;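 note: 0% = DMSO wells and 100% = 60 µM geldanamycin wells; inhibitors lower the luminescence because luciferase stays unfolded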
aSyn 5UTR inh: 5' untranslated region of α-synuclein, MLPCN primary screen | alpha-synuclein 5'UTR reporter, inhibitor activity | 0.82% of 300,000 active | inhibition, % (tested at 7.5 µM); in the data active = inhibition above about 60%;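 note: H4 neuroglioblastoma cells stably carrying SNCA 5'UTR luciferase fusion; 0% = DMSO wells and 100% = positive control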
GSK3beta inhib: blocks human GSK3beta kinase activity; 0.038% of 300,000 active; activity score (negative = inhibition), % at 10 µM; GST-GSK3beta kinase, ADP-Glo luminescence, 60 min; hits give low values;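 active = more than half of replicate wells score below -50%, meaning over 50% inhibition versus plate controls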;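 note: 0% = median DMSO wells and -100% = median GW8510 positive control wells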
Target sequence (P49841 whole entry, looked up): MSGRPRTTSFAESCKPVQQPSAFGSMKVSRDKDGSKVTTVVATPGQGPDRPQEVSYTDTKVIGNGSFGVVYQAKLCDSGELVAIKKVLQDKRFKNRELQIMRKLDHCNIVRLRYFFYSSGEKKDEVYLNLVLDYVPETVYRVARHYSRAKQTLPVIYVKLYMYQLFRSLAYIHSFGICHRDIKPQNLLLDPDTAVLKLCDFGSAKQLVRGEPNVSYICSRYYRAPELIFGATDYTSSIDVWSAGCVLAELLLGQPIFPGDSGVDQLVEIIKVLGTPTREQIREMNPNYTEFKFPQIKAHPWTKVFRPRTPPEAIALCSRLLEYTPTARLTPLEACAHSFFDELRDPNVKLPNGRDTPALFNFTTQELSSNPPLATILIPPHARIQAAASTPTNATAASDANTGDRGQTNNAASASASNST
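test system = GST-tagged human GSK3beta kinase, cell-free | reagent = 25 µM ATP with peptide substrate | dosing = one dose of 10 µM per compound | schedule = 60 min reaction, RT | detection = luminescent ADP-Glo measurement of ADP formed | control set = DMSO neutral wells and GW8510 at 20 µM as positive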
An asterisk follows results filed as active; nt = no result given.

SMILES	KLF5 inhibitor	Platelet DG rel	HSF1 inh	IEC-6 cytotox	DYRK1A inh	GSK3 alpha inh	HSF1 activator	HSP90 refold inh	aSyn 5UTR inh	GSK3beta inhib
NC(=O)c1ccc(NC(=O)C2CC2)cc1	-19	0	-6	2	8	-1	12	1	8	2
CCOC(=O)[C@@H]1C(c2c(OC)cc(OC)cc2OC)=NO[C@@H]1C(=O)OCC	-2	8	-3	6	15	-3	-13	0	-1	5
CNC(=O)c1cc2cc(Cc3ccccc3Cl)ccc2oc1=O	-2	9	1	-2	-1	-4	-8	0	-1	2
COc1ccc(OC(=O)COc2ccccc2C)cc1	nt	-7	7	nt	nt	0	29	nt	-10	3
O=C(NCCCCc1ccccc1)c1ccc(F)cc1	nt	-5	-2	nt	-7	0	-2	nt	-45	10
CN(CCc1ccccn1)C(=O)CN(C)S(=O)(=O)c1ccc2c(c1)c(=O)n(C)c(=O)n2C	-9	0	7	-6	19	-1	-18	-1	12	-6
Cc1ccc(S(=O)(=O)NCc2cccnc2)cc1C(=O)NC1CCCCC1	nt	-8	-1	nt	6	-1	1	nt	-10	1
Cc1ccc(-n2ncc3c(=O)[nH]c(SCC(=O)N4CCCC4)nc32)cc1C	-4	-9	0	-4	3	-5	1	-1	9	3
CCCc1n[nH]c2c1/C(=N/O)CC(c1ccccc1)C2 (centres undefined)	8	6	-5	8	-3	nt	6	0	69*	1
Cc1ccc(OCC(O)CN2C(=O)NC(C)(C)C2=O)c(C)c1 (centres undefined)	-18	0	-1	9	-1	0	6	1	-20	-1
FC(F)(F)c1nnc2ccc(N3CCCC3)nn12	-2	-4	5	2	6	-3	7	-3	1	5
COc1cc(/C=C/c2nc(-c3ccccc3O)n[nH]2)cc(OC)c1OC	6	-21	-3	-3	15	-2	-5	-2	-117	4
Cc1cccc(NC(=O)C2CCN(S(=O)(=O)c3ccc4ccccc4c3)CC2)n1	nt	-9	9	nt	15	-2	1	nt	-10	-2
COc1ccccc1N1CCN(C2CCCN(C(=O)CN3CCCC3=O)C2)CC1 (centres undefined)	-32	0	-1	2	-2	-2	-13	2	11	-3
O=C(COc1ncnc2ccccc12)c1ccc2c(c1)OCCO2	-155	-3	49	5	8	-1	48	13	-88	-1
COc1ccccc1N1CCN(C(=O)c2ccc3[nH]c4c(c3c2)CC(C)CC4)CC1 (centres undefined)	-2	15	3	11	0	-3	12	2	12	1
CCOc1ccc(-c2nnc(N3CCOCC3)c3ccccc23)cc1	-36	-1	-9	3	-1	-1	-2	-2	23	-1
CCCC(CCC)c1nnc(NC(=O)c2ccco2)s1	-34	-8	-3	2	nt	-3	-3	-2	9	0
CCN(CC)CCn1c(=S)[nH]c2ccc(Cl)cc2c1=O	1	1	-3	-1	-3	nt	22	45*	-15	-2
C/C(N)=C(/C#N)C(=O)COc1ccc(Cl)cc1Cl	-41	0	24	7	-2	0	29	2	-58	-1
c1csc(-c2nnc(N3CCCCCC3)c3ccccc23)c1	-8	-3	9	-4	0	nt	20	-2	-41	2
COC(=O)Nc1ccc(S(=O)(=O)n2cnc3ccccc32)cc1	5	-5	-3	0	-3	-2	-2	8	11	0
O=C(COc1ccc(Br)cc1)N(CCO)CCO	-30	-20	-9	2	nt	-1	-3	2	-24	6
Nc1nc(Cl)nc(N(c2ccccc2)c2ccccc2)n1	0	-12	-42	8	-3	-4	-54	-2	2	-3
CC(OC(=O)CNC(=O)c1ccc(Cl)cc1)C(=O)NC1CCCCC1C (centres undefined)	nt	-24	-1	nt	5	-2	0	nt	3	-1

Additional compounds:
SMILES	KLF5 inhibitor	Platelet DG rel	HSF1 inh	IEC-6 cytotox	DYRK1A inh	GSK3 alpha inh	HSF1 activator	HSP90 refold inh	aSyn 5UTR inh	GSK3beta inhib
COC(=O)c1ccc(COC(=O)c2ccccn2)cc1	6	3	11	4	3	4	38	-4	-10	-4
O=C(Nc1ccc(F)cc1F)c1c(C(F)(F)F)ccnc1Oc1cccc(C(F)(F)F)c1	-1	18	-1	-4	nt	10	0	0	5	3
CC(C)(C)CC(=O)Nc1nnc(SCC(=O)NCc2cccs2)s1	-29	11	-3	2	-1	-4	3	4	11	-6
O=C(CN1/C(=C(/O)c2ccccc2)C(=O)c2ccccc2S1(=O)=O)c1ccccc1	-4	2	4	-5	5	0	2	5	7	0
CCCNC(=O)CCc1cc(C(C)(C)C)c(O)c(C(C)(C)C)c1	-24	1	-5	-2	-5	1	-26	-2	24	2
C=CCN1C(=O)C2C3C=CC(C2C1=O)C1C2C(=O)N(CC=C)C(=O)C2C31 (centres undefined)	-29	-2	4	-4	-7	1	8	-6	-1	1
CCOC(=O)N1CCN(C(=O)C2CC(=O)N(c3ccccc3)C2)CC1 (centres undefined)	-38	-13	2	-1	3	1	-2	-3	3	2
O=C(O)/C=C/C(=O)N1Cc2cc3ccccc3nc2C1	-17	4	3	-1	8	0	-2	1	-3	4
COc1cc(C(C(=O)NC(C)(C)C)N(Cc2ccc3c(c2)OCO3)C(=O)c2cnccn2)cc(OC)c1OC (centres undefined)	-23	2	-10	3	3	-2	2	-1	1	6
O=C(CN(Cc1ccc(F)cc1)C(=O)CCC(=O)Nc1ccccn1)NCc1ccc(F)cc1	-37	-4	-3	2	3	12	7	-4	-5	-9
O=C(CSc1ccc(-c2ccccn2)nn1)Nc1ccc(F)cc1F	-35	-8	-1	-4	8	-4	-3	-2	-18	2
COc1ccc(NC(=O)C2CCCN(c3cnccn3)C2)cc1 (centres undefined)	-9	-1	1	9	-6	-1	12	-2	6	0
O=C(Nc1ccccc1)C1C2CCCCC21 (centres undefined)	-53	-3	1	-1	nt	-5	6	-1	-50	2
COc1ccc(C2CC(c3ccc(Cl)cc3)=NN2C(=O)c2cccc([N+](=O)[O-])c2)cc1 (centres undefined)	-3	30	12	3	1	-2	25	4	3	2
CCCCC(=O)N/N=C(\C)c1cccc(NC(=O)C2CC2)c1	-23	-23	-7	4	6	-3	1	-7	1	1
COC(=O)Cc1c(C)c2ccc(OC(C)C)cc2oc1=O	-79	0	3	3	-1	-3	50	-5	-156	-1
CC1=C(C(=O)Nc2ccccc2)C(c2ccc(O)cc2)N2C(=O)CSC2=N1 (centres undefined)	-2	0	0	-8	-6	4	0	9	-36	1
CCN(CC)S(=O)(=O)c1ccc(N2CCN(c3ccccc3O)CC2)nc1	-14	-1	5	-10	-4	-2	-7	-4	-21	-3
Cc1cc(=O)n2c(C)n[nH]c2n1	-12	nt	nt	-10	-3	-4	nt	-4	nt	3
CC(C)c1ccc(OCC(=O)NNC(=S)NC(=O)c2ccco2)c(Br)c1	6	7	-1	4	1	-1	12	0	-7	1
COCCNC(=O)C(=O)NCCN1CCOCC1	-38	1	-4	-6	1	2	-4	-1	0	1
Cc1ccccc1NC(=O)/C(C#N)=C/c1ccsc1	-2	2	4	4	-5	0	13	0	-47	3
COc1cccc(OC)c1-c1nnc(-c2cn(C)c3ccccc23)o1	-1	0	-13	6	-2	-1	-25	-2	46	-7
C/C(=N\NC(=O)C(c1ccncc1)N1CCOCC1)c1ccc(Br)cc1 (centres undefined)	5	-4	-3	0	0	-1	-7	0	-6	2
O=C(O)c1ccc(COc2ccc3ccccc3c2/C=C2/NC(=O)N(Cc3ccc(F)cc3)C2=O)cc1	-16	nt	nt	-2	-6	nt	nt	-3	nt	nt

The listing continues.
SMILES	KLF5 inhibitor	Platelet DG rel	HSF1 inh	IEC-6 cytotox	DYRK1A inh	GSK3 alpha inh	HSF1 activator	HSP90 refold inh	aSyn 5UTR inh	GSK3beta inhib
COc1ccc(CCn2c(N)cc(=O)[nH]c2=S)cc1OC	-11	nt	nt	5	16	0	nt	2	nt	nt
CCOC(=O)c1cnc2c(-c3ccc(Cl)cc3)cnn2c1C	-25	4	-3	0	-4	nt	27	0	-98	-5
O=C(/C=C/c1cc([N+](=O)[O-])ccc1OC(F)F)NCc1ccc(F)cc1	-51	-14	-5	5	0	-1	27	5	9	2
Cc1cc(/C=C2\SC(=S)NC2=O)c(C)n1-c1ccccc1	-28	9	12	-4	nt	-3	34	1	-163	-3
COc1cc(C(O)c2nc3ccccc3n2C(C)C)cc(OC)c1OC (centres undefined)	-48	-4	-17	-3	0	-5	-36	1	-6	0
O=c1c2sccc2nc(SCc2cc(=O)n3ccccc3n2)n1-c1ccc(Br)cc1	-22	24	-11	5	5	-3	-5	5	36	1
O=C(NCC(c1ccco1)N1CCCCC1)c1ccc2c(c1)S(=O)(=O)c1ccccc1C2=O (centres undefined)	-6	22	-8	-9	16	-2	-10	5	23	-2
Cc1c(C)c(C)c(C(=O)C2CCN(c3ccc([N+](=O)[O-])cn3)CC2)c(C)c1C	-50	5	-3	-7	-5	-2	-10	2	16	6
O=C(NC1C2CC3CC(C2)CC1C3)c1ccc2c(c1)OCO2 (centres undefined)	-16	-3	-2	-4	nt	1	3	-2	-1	5
Cc1cccc(-c2nnc(SC(C)C(=O)N3CCOCC3)o2)c1 (centres undefined)	0	17	0	3	0	-1	-12	1	-20	-12
Cc1oc(/C=N/NS(=O)(=O)c2ccccc2)cc1Br	-11	0	2	-4	-2	1	21	1	-32	2
CC(C)C(=O)Nc1cccnc1	-22	-2	-3	1	-7	5	9	4	-17	0
Cc1cccc(-c2nc(C#N)c(NC3CCCCC3)o2)c1	-99	-2	14	-4	9	1	33	-5	-171	-2
CCOc1ccccc1NC(=O)CN1CCCCCC1	0	-1	-4	-1	12	2	-2	-6	19	0
COc1ccc(C(=O)NC(C(=O)NCc2ccccc2OC)C(C)C)cc1 (centres undefined)	-52	0	-6	-1	-8	0	-10	-2	17	-2
O=C1CCC([N+](=O)[O-])C(c2ccccc2C(F)(F)F)N1 (centres undefined)	-13	-3	-4	-4	4	-2	4	-2	-28	0
CCCc1cc(C(=O)N2CCCN(C)CC2)cs1	-22	6	4	-3	-10	1	-2	-4	11	-3
Cc1ccc2c(c1)C1(OCCCO1)C(=O)N2CC(=O)NN	nt	-6	-4	nt	nt	1	-11	nt	22	0
Cn1c(CSCc2ccc(Cl)cc2)n[nH]c1=S	8	10	2	4	0	-1	-13	1	-6	4
Cc1ccc(CNC(=O)CCSCc2ccccc2F)cc1	-8	6	-5	-1	-4	0	3	3	-2	-3
CCOCCOC(=O)COC(=O)c1ccccc1NC(=O)c1ccccc1	-21	-6	7	0	-13	-2	15	3	5	1
COc1ccc(CCNC(=O)C2CC(=O)N(CCc3ccccc3)C2)cc1OC (centres undefined)	4	4	-12	0	-5	-1	-31	-3	-3	1
CCNc1nc(Oc2ccc(C(=O)OCC)cc2)nc(SC)n1	10	8	2	4	-6	-19	4	6	33	-2
Cc1cc(Br)ccc1OCCN1CCCC1	-43	5	2	-1	-4	0	0	-4	10	-2
CCc1cc(C(=O)NNC(=S)NC(C)c2ccccc2)cs1 (centres undefined)	-21	14	-1	-6	6	nt	-3	5	-3	-1

Just GSK3beta inhib, for some of the entries so far:
Molecule,GSK3beta inhib
O=C(NCC(c1ccco1)N1CCCCC1)c1ccc2c(c1)S(=O)(=O)c1ccccc1C2=O (centres undefined),-2
Cc1c(C)c(C)c(C(=O)C2CCN(c3ccc([N+](=O)[O-])cn3)CC2)c(C)c1C,6

Look-ups from the results shown.
CCNc1nc(Oc2ccc(C(=O)OCC)cc2)nc(SC)n1 in Platelet DG rel → 8
Cc1ccc(CNC(=O)CCSCc2ccccc2F)cc1 in aSyn 5UTR inh → -2

Bioassay records as filed in PubChem.

These rows are one share of the data; the hit share may differ from the screen's.
